Screening results deposited in PubChem by The Scripps Research Institute Molecular Screening Center.
PRMT1 inh: PRMT1 (human) inhibition, primary screen. inhibition, % at 2.79 µM. Q99873. 370,000 compounds, 1.3% hits. recombinant PRMT1, activity-based probe fluorescence polarization. AID 652257;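 active = inhibition above about 21% made by adding two undisclosed values, limit read from the data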
SIAE inh: inhibitors of human sialic acid acetylesterase SIAE. 370,000 compounds, 0.69% hits. Q9HAT2. AID 1053197. SIAE FP-Rh probe binding, fluorescence polarization. inhibition, % at 9.66 µM;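 active = inhibition above a cutoff: mean of compounds within the control limits plus 3 SD of those, cut at about 17% in these data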;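 also: 0% = plate median of compound wells and 100% = probe without SIAE protein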
Target sequence (Q9HAT2 whole entry, looked up): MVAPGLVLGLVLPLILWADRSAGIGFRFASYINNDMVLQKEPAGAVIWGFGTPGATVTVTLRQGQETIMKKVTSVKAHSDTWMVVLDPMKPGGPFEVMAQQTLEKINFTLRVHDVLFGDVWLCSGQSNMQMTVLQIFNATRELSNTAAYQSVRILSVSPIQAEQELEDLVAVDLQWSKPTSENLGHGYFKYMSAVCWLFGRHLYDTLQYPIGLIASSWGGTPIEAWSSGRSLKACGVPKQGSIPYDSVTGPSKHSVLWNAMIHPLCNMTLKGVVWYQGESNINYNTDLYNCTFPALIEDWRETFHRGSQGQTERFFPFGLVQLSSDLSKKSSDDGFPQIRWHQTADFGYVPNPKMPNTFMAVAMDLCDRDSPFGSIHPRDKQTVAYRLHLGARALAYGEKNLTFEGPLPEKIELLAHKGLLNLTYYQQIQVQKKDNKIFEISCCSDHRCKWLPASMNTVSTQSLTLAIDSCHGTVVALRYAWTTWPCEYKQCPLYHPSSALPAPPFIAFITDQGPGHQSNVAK
UHRF1 binding: UHRF1 methyl-DNA binding inhibition; Q96T88; 370,000 compounds, 0.75% hits; UHRF1 binding to methylated oligo, TR-FRET; inhibition, % at 4.4 µM; AID 687016; in the data active = inhibition above about 21%;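 also: UHRF1 SRA domain binding a hemimethylated CpG hairpin DNA probe; 0% = median of test compound wells and 100% = reference inhibitor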
TCR-CD3 inh: human TCR-CD3 binding inhibition; TAMRA-labeled TCR probe fluorescence, biochemical; inhibition, % at 9.4 µM; 360,000 compounds, 0.37% hits; AID 651800; in the data active = inhibition above about 19%;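 also: recombinant mutant TCR 2C K166C tagged with TAMRA read by polarization; 0% = receptor in buffer alone and 100% = receptor with positive control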
LEDGF integ inh: blocks HIV-1 LEDGF/p75-dependent DNA integration. TR-FRET IN-LEDGF/p75 DNA integration, Eu/Cy5. inhibition, % at 3.7 µM. 370,000 compounds, 0.64% hits;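 active = inhibition above the screen-wide mean plus 3 SD, cut at about 13% in these data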;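 also: signal is the Cy5 over europium emission ratio at 671 and 618 nm; 0% = plate median of compound wells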
KLK7 zymogen act: activates the human kallikrein-7 zymogen; AID 652039; purified proKLK7, EDANS-DABCYL substrate fluorescence; 100% is mature enzyme control, 0% vehicle; P49862; activation, % at 7 µM; 370,000 compounds, 0.9% hits;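 active = activation above the mean of all tested compounds plus 3 SD, computed per campaign excluding outliers beyond control limits, cut at about 13% in these data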
TDP2 inh: blocks human TDP2 phosphodiesterase activity. AID 720702. 370,000 compounds, 0.34% hits. inhibition, % at 12.8 µM. recombinant TDP2, T5PNP hydrolysis, p-nitrophenol absorbance 415 nm;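 active = inhibition above the mean of all tested compounds plus 3 SD, set per campaign, cut at about 25% in these data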;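 also: 0% = DMSO with enzyme and 100% = buffer with substrate but no TDP2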
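System – recombinant human TDP2 · Amount – 120 nM TDP2 per well · Buffer or medium – Mg2+-containing Tris-HCl buffer, pH 7.5 · Reagent – T5PNP substrate, 5 mM · Dosing – 12.8 µM single point, 1% DMSO · Incubation – 2 h at 37 °C · Measured by – epi absorbance · Read-out basis – percent inhibition · Benchmarks – high control without enzyme, low control DMSO plus TDP2 · Repeats – singlicate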
Tn7 DDE FP: inhibitors of Tn7 peptide binding to human fibrin DD(E); inhibition, % at 8.3 µM; P02675; AID 720508; 370,000 compounds, 0.13% hits; FP displacement of FITC-Tn7 peptide from fibrin DD(E); 0% = median of compound wells per plate;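 active = inhibition above the mean of compounds falling within the control limits plus 3 SD of them, cut at about 14% in these data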;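 also: 0% = plate median of compound wells and 100% = 10 µM Aha-Tn7 peptide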
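Test system – human fibrin DD(E) · Times – 10 min preincubation, 3 h with tracer, room temperature · Detection – fluorescence polarization of the labelled Tn7 tracer · Measure – percent inhibition normalized to high-control wells · Benchmarks – high control wells with 10 µM unlabelled Aha-Tn7 peptide (full inhibition) · Repeats – singlicate testing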
DDE Tn6 FP inh: inhibitors of Tn6 peptide binding to human fibrin DD(E). AID 720509. 370,000 compounds, 0.21% hits. Fibrin DD(E) TRITC-Tn6 fluorescence polarization displacement. inhibition, % at 8.3 µM;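 active = inhibition above a per-campaign cutoff: mean of compounds within control limits plus 3 SD, cut at about 15% in these data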;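 also: 0% = median of all compound wells on the plate and 100% = blocking peptide control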
MBD2 DNA inh: blocks human MBD2 binding to methylated DNA; inhibition, % at 4.4 µM; 370,000 compounds, 0.31% hits; Q9UBB5; TR-FRET, MBD2 binding to methylated oligonucleotide; in the data active = inhibition above about 13%
Target sequence (Q9UBB5 whole entry, looked up): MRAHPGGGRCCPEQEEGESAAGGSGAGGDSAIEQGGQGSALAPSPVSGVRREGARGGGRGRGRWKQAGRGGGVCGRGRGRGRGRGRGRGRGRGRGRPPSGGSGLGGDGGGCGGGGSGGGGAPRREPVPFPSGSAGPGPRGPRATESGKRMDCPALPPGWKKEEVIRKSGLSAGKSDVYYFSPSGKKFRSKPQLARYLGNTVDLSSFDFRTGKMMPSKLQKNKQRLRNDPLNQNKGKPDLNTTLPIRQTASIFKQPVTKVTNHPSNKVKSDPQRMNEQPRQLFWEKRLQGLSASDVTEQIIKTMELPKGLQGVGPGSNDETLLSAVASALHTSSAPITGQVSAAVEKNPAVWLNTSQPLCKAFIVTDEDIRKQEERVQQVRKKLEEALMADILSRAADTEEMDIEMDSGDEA
The depositor's hits bear a star.

What do the screens show for `CC1CCCN(C(=O)CCS(=O)(=O)c2ccc3c(c2)n(C)c(=O)c(=O)n3C)C1` (stereo not drawn)?
PRMT1 inh: -3; SIAE inh: 0; UHRF1 binding: 1; TCR-CD3 inh: -1; LEDGF integ inh: 2; KLK7 zymogen act: 0.4; TDP2 inh: -8; Tn7 DDE FP: -5; DDE Tn6 FP inh: 6; MBD2 DNA inh: -2

Results for Cc1c(P(=S)(c2ccccc2)c2ccccc2)[n+]2ccccc2n1CCc1ccccc1 ?
PRMT1 inh: 1; SIAE inh: -2; UHRF1 binding: -3; TCR-CD3 inh: 8; LEDGF integ inh: 1; KLK7 zymogen act: -0.4; TDP2 inh: 5; Tn7 DDE FP: 9; DDE Tn6 FP inh: 10; MBD2 DNA inh: -6

How did O=C(CN1CCN(S(=O)(=O)c2ccccc2C(F)(F)F)CC1)NCc1cccs1 do in these assays?
PRMT1 inh: -1; SIAE inh: -4; UHRF1 binding: -1; TCR-CD3 inh: 1; LEDGF integ inh: 1; KLK7 zymogen act: 0.4; TDP2 inh: -8; Tn7 DDE FP: -1; DDE Tn6 FP inh: 3; MBD2 DNA inh: 0

What do the screens show for `COc1cccc(-c2nn(-c3ccccc3)cc2C(=O)NCC(=O)O)c1`?
PRMT1 inh: 2; SIAE inh: 7; UHRF1 binding: 22*; TCR-CD3 inh: 3; LEDGF integ inh: 2; KLK7 zymogen act: 0.0; TDP2 inh: 6; Tn7 DDE FP: 0; DDE Tn6 FP inh: 8; MBD2 DNA inh: 8

How did Clc1ccc2nc(-c3ccncc3)cc(-c3ccccc3)c2c1 do in these assays?
PRMT1 inh: -2; SIAE inh: 1; UHRF1 binding: -3; TCR-CD3 inh: 3; LEDGF integ inh: 4; KLK7 zymogen act: -0.1; TDP2 inh: 2; Tn7 DDE FP: 1; DDE Tn6 FP inh: 5; MBD2 DNA inh: -5

What do the screens show for `O=C(NCc1ccco1)c1cc2c(s1)CCCCC2`?
PRMT1 inh: 6; SIAE inh: -3; UHRF1 binding: -1; TCR-CD3 inh: 4; LEDGF integ inh: -1; KLK7 zymogen act: 0.4; TDP2 inh: -4; Tn7 DDE FP: 3; DDE Tn6 FP inh: 7; MBD2 DNA inh: -3

What do the screens show for `CC1CN(C(=O)Nc2ccc(F)cc2F)CC(C)O1` (stereo not drawn)?
PRMT1 inh: 0; SIAE inh: -2; UHRF1 binding: -1; TCR-CD3 inh: 0; LEDGF integ inh: -2; KLK7 zymogen act: 0.4; TDP2 inh: 1; Tn7 DDE FP: 7; DDE Tn6 FP inh: 4; MBD2 DNA inh: 0

Results for CCN=C(NCC)SC1CC(=O)N(c2cccc(OC)c2)C1=O (stereo not drawn) ?
PRMT1 inh: 1; SIAE inh: -4; UHRF1 binding: 0; TCR-CD3 inh: -3; LEDGF integ inh: -4; KLK7 zymogen act: -0.2; TDP2 inh: 5; Tn7 DDE FP: -3; DDE Tn6 FP inh: 0; MBD2 DNA inh: 1

Results for CC(C)(C)CN1CCNC(=O)C1CC(=O)NCCc1ccccc1F (stereo not drawn) ?
PRMT1 inh: -4; SIAE inh: 1; UHRF1 binding: 0; TCR-CD3 inh: 0; LEDGF integ inh: 2; KLK7 zymogen act: -0.1; TDP2 inh: -7; Tn7 DDE FP: -2; DDE Tn6 FP inh: 0; MBD2 DNA inh: -4

How did Nc1c(C(=O)Nc2ccc3c(c2)OCCO3)nnn1Cc1ccccc1Cl do in these assays?
PRMT1 inh: -2; SIAE inh: 2; UHRF1 binding: -2; TCR-CD3 inh: 2; LEDGF integ inh: -1; KLK7 zymogen act: 0.6; TDP2 inh: 0; Tn7 DDE FP: 5; DDE Tn6 FP inh: -8; MBD2 DNA inh: -2

Results for Brc1ccc(CSc2nnc(-c3ccccn3)n2Cc2ccco2)cc1 ?
PRMT1 inh: 1; SIAE inh: -3; UHRF1 binding: -1; TCR-CD3 inh: 3; LEDGF integ inh: -1; KLK7 zymogen act: 0.8; TDP2 inh: 1; Tn7 DDE FP: 5; DDE Tn6 FP inh: 3; MBD2 DNA inh: 5

Results for COC(=O)C1=C(C)N(Cc2ccccc2C(F)(F)F)C(=NCc2ccc(OC)cc2)NC1c1ccc(Cl)cc1 (stereo not drawn) ?
PRMT1 inh: -1; SIAE inh: -4; UHRF1 binding: -1; TCR-CD3 inh: 3; LEDGF integ inh: -3; KLK7 zymogen act: -0.1; TDP2 inh: -2; Tn7 DDE FP: -4; DDE Tn6 FP inh: -11; MBD2 DNA inh: 1

How did COC(=O)C1(C(=O)OC)c2ccccc2CN(S(=O)(=O)c2ccc(C)cc2)C1CC(C)=O (stereo not drawn) do in these assays?
PRMT1 inh: -7; SIAE inh: 0; UHRF1 binding: -1; TCR-CD3 inh: 8; LEDGF integ inh: 1; KLK7 zymogen act: 0.1; TDP2 inh: 0; Tn7 DDE FP: -2; DDE Tn6 FP inh: 4; MBD2 DNA inh: 5

How did COc1ccc(N2CCN(C(=O)c3ccc4c(c3)OCO4)CC2)cc1 do in these assays?
PRMT1 inh: -2; SIAE inh: 11; UHRF1 binding: -1; TCR-CD3 inh: -3; LEDGF integ inh: 5; KLK7 zymogen act: -0.3; TDP2 inh: 11; Tn7 DDE FP: 6; DDE Tn6 FP inh: 0; MBD2 DNA inh: -7

How did Cc1ccc(C)n1-c1nn(S(=O)(=O)c2cccc(C(F)(F)F)c2)c2cccc(F)c12 do in these assays?
PRMT1 inh: 2; SIAE inh: -4; UHRF1 binding: 1; TCR-CD3 inh: -4; LEDGF integ inh: 0; KLK7 zymogen act: -0.3; TDP2 inh: -4; Tn7 DDE FP: 5; DDE Tn6 FP inh: -16; MBD2 DNA inh: 3

Part of the list above in order of heavy-atom count, highest first:
What do the screens show for `CC1CCCN(C(=O)CCS(=O)(=O)c2ccc3c(c2)n(C)c(=O)c(=O)n3C)C1` (stereo not drawn)?
PRMT1 inh: -3; SIAE inh: 0; UHRF1 binding: 1; TCR-CD3 inh: -1; LEDGF integ inh: 2; KLK7 zymogen act: 0.4; TDP2 inh: -8; Tn7 DDE FP: -5; DDE Tn6 FP inh: 6; MBD2 DNA inh: -2

What do the screens show for `COc1cccc(-c2nn(-c3ccccc3)cc2C(=O)NCC(=O)O)c1`?
PRMT1 inh: 2; SIAE inh: 7; UHRF1 binding: 22*; TCR-CD3 inh: 3; LEDGF integ inh: 2; KLK7 zymogen act: 0.0; TDP2 inh: 6; Tn7 DDE FP: 0; DDE Tn6 FP inh: 8; MBD2 DNA inh: 8

How did Clc1ccc2nc(-c3ccncc3)cc(-c3ccccc3)c2c1 do in these assays?
PRMT1 inh: -2; SIAE inh: 1; UHRF1 binding: -3; TCR-CD3 inh: 3; LEDGF integ inh: 4; KLK7 zymogen act: -0.1; TDP2 inh: 2; Tn7 DDE FP: 1; DDE Tn6 FP inh: 5; MBD2 DNA inh: -5

New compounds follow
Results for CCn1cc(C(=O)N2CCCc3ccccc32)c2cc(OC)c(OC)cc2c1=O ?
PRMT1 inh: 2; SIAE inh: 8; UHRF1 binding: 1; TCR-CD3 inh: -3; LEDGF integ inh: 2; KLK7 zymogen act: -0.4; TDP2 inh: 6; Tn7 DDE FP: 6; DDE Tn6 FP inh: 5; MBD2 DNA inh: 0

Results for CCN(CC)CC(=O)Nc1ccc2c(c1)N(C(=O)CN(CC)CC)c1ccccc1CC2 ?
PRMT1 inh: 3; SIAE inh: 3; UHRF1 binding: 0; TCR-CD3 inh: -5; LEDGF integ inh: -1; KLK7 zymogen act: 1.1; TDP2 inh: 2; Tn7 DDE FP: -4; DDE Tn6 FP inh: -1; MBD2 DNA inh: -2

What do the screens show for `CN(C(=O)c1cccc(Br)c1)C1CCS(=O)(=O)C1` (stereo not drawn)?
PRMT1 inh: 2; SIAE inh: -4; UHRF1 binding: 4; TCR-CD3 inh: -1; LEDGF integ inh: -2; KLK7 zymogen act: 0.1; TDP2 inh: -9; Tn7 DDE FP: 4; DDE Tn6 FP inh: -3; MBD2 DNA inh: 2

Results for CC(=O)c1ccc(S(=O)(=O)Nc2ccccc2C(=O)NC2CC2)cc1 ?
PRMT1 inh: -1; SIAE inh: -5; UHRF1 binding: 1; TCR-CD3 inh: 1; LEDGF integ inh: 5; KLK7 zymogen act: -0.5; TDP2 inh: 2; Tn7 DDE FP: -1; DDE Tn6 FP inh: -3; MBD2 DNA inh: 2

Results for Cc1cc(C(F)(F)F)cc(NNC(=O)NC(=O)c2ccc(Cl)cc2)n1 ?
PRMT1 inh: -3; SIAE inh: -1; UHRF1 binding: -2; TCR-CD3 inh: -6; LEDGF integ inh: -6; KLK7 zymogen act: 0.6; TDP2 inh: 14; Tn7 DDE FP: -6; DDE Tn6 FP inh: 3; MBD2 DNA inh: 0

How did COCc1cc(CN2CCCC2)c(O)c2ncccc12 do in these assays?
PRMT1 inh: 0; SIAE inh: 4; UHRF1 binding: -16; TCR-CD3 inh: 3; LEDGF integ inh: 7; KLK7 zymogen act: 0.2; TDP2 inh: 2; Tn7 DDE FP: -2; DDE Tn6 FP inh: 2; MBD2 DNA inh: -8

What do the screens show for `CC1(C)C=Cc2c(c3ccccc3[nH]c2=O)O1`?
PRMT1 inh: 4; SIAE inh: -2; UHRF1 binding: 3; TCR-CD3 inh: -4; LEDGF integ inh: 2; KLK7 zymogen act: 1.8; TDP2 inh: -3; Tn7 DDE FP: -2; DDE Tn6 FP inh: 5; MBD2 DNA inh: 0

Results for O=C(N/N=C/c1ccco1)c1cc(-c2ccc(Cl)s2)[nH]n1 ?
PRMT1 inh: -3; SIAE inh: -13; UHRF1 binding: -2; TCR-CD3 inh: 3; LEDGF integ inh: -2; KLK7 zymogen act: -0.3; TDP2 inh: 4; Tn7 DDE FP: -2; DDE Tn6 FP inh: 0; MBD2 DNA inh: -3

How did COc1ccc(C(=O)N(Cc2ccc(N(C)C)cc2)C2CCS(=O)(=O)C2)cc1 (stereo not drawn) do in these assays?
PRMT1 inh: 0; SIAE inh: 5; UHRF1 binding: 1; TCR-CD3 inh: -2; LEDGF integ inh: 0; KLK7 zymogen act: 0.6; TDP2 inh: -1; Tn7 DDE FP: -1; DDE Tn6 FP inh: 5; MBD2 DNA inh: 4

Results for COCCCNC(=S)N1CCN(C)CC1 ?
PRMT1 inh: -1; SIAE inh: -2; UHRF1 binding: -1; TCR-CD3 inh: -6; LEDGF integ inh: 2; KLK7 zymogen act: -0.5; TDP2 inh: 14; Tn7 DDE FP: 1; DDE Tn6 FP inh: 0; MBD2 DNA inh: 2

How did Cc1ccc(-c2nc3c(c(=O)[nH]c(=O)n3Cc3ccccc3)n2C)o1 do in these assays?
PRMT1 inh: 17; SIAE inh: 3; UHRF1 binding: 30*; TCR-CD3 inh: 5; LEDGF integ inh: 23*; KLK7 zymogen act: -1.9; TDP2 inh: 8; Tn7 DDE FP: 4; DDE Tn6 FP inh: -4; MBD2 DNA inh: 16*
